# PAFAH1B2 FP inh – inhibitors of human PAFAH1B2. P68402. recombinant PAFAH1B2, FP-rhodamine activity probe, fluorescence polarization. inhibition, % at 3.39 µM. actives 1.2% (n = 340,000);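 active = inhibition above the mean of all tested compounds plus 3 SD, cut at about 24% in these data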;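 also: 0% = enzyme with DMSO and 100% = wells lacking PAFAH1B2; many of its hits are not listed in these tables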
# Target sequence (P68402 whole entry, looked up): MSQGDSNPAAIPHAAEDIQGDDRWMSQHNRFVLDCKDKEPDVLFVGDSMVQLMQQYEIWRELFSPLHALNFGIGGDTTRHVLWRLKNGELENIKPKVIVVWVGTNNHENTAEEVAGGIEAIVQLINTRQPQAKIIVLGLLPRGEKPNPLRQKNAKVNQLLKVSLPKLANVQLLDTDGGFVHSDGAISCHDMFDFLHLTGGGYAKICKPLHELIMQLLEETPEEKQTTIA
# Starred values were filed as active, the others as inactive.
SMILES,PAFAH1B2 FP inh
CC1(CNC(=O)C(=O)NCC2(C)CO2)CO1 (centres undefined),9
COc1ccc(C(=O)NCC(=O)N/N=C/c2cn(C)c3ccccc23)cc1OC,4
O=C(CN1C(=O)c2ccccc2C1=O)NC1(C(=O)O)CCCC1,4
COc1ccc(C=C2NC(=S)NC2=O)cc1,-3
Cc1ccc(S(=O)(=O)NC(=O)N2CCCC2)cc1,5
CCOC(=O)C1=C(COC(=O)c2ccc(Cl)nc2)NC(=O)NC1C (centres undefined),4
COc1ccccc1C=C1SC(=S)NC1=O,1
CN(CC(=O)Nc1c(Cl)cccc1Cl)C(=O)CNC(=O)c1sc2ccccc2c1Cl,1
CCN(c1ccccc1)S(=O)(=O)c1ccc(Cl)c(NC(=O)CN(C)Cc2cccc(F)c2)c1,1
CNc1c2cccc(C)c2nc2c(C(=O)NCCN(C)C)cccc12,2
COC(=O)/C=C\C(C#N)(C#N)N=Cc1ccc(OC)cc1,-4
CC(=O)NC1CCC(OC(=O)Nc2ccccc2)CC1 (centres undefined),1
CCOC(=O)N1CCN(C(=O)c2cccc(S(=O)(=O)Nc3ccc(F)cc3)c2)CC1,1
CCCN(C(=O)c1cc(S(=O)(=O)N2CCN(CC)CC2)ccc1Cl)C1CCS(=O)(=O)C1 (centres undefined),4
S=C(Nc1cccc2ccccc12)Nc1cccc2ccccc12,0
CC(=O)C1(O)C(C)CC2C3CC=C4CC(O)CCC4(C)C3CCC21C (centres undefined),8
COc1ccc(C=CC(O)CCN2CCC3CCC(C3)C2)cc1 (centres undefined),3
OCC1OC(n2cnc3c(NCc4ccco4)ncnc32)C(O)C1O (centres undefined),1
Cc1ccsc1C(=O)Nc1cc(Cl)ccc1-n1cncn1,6
Cc1c2cnn(-c3ccccc3)c(=O)c2c(C)n1CCCC(=O)N1CCN(c2ncccn2)CC1,2
Nc1cc(S(=O)(=O)N2CCOCC2)ccc1Oc1cccc(Br)c1,2
O=C(NNC(=O)c1cccc2ccccc12)c1ccc(Cl)c(Cl)c1,-2
CN(C)/C=N/C1=C(C#N)C(c2cccs2)c2ccc3ccccc3c2O1 (centres undefined),-2
N#Cc1ccc(COC(=O)C2CC(=O)N(CCc3ccccc3)C2)cc1 (centres undefined),12
Cc1c2cnccc2c(C)c2c1oc1ccccc12,7
CC(Sc1nnc(-c2ccccc2F)o1)C(=O)Nc1ccc(N2CCOCC2)cc1 (centres undefined),1
O=C(Cc1cccc(NC(=O)C2CCCN(C(=O)C3CCCC3)C2)c1)Nc1cccc(C(=O)N2CCCCC2)c1 (centres undefined),3
CCCCCCn1c(=O)[nH]c2nc3cc(N)c(C)cc3nc2c1=O,8
CC(=O)OC[C@H]1O[C@@H](Oc2cc3ccc(=O)oc3cc2OC(C)=O)[C@H](OC(C)=O)[C@@H](OC(C)=O)[C@@H]1OC(C)=O,2
CN(C(=O)c1cccc(NC(=O)Cc2cccc(NC(=O)C3CCCN(C(=O)C4CCCCC4)C3)c2)c1)C1CC1 (centres undefined),3
CCOC(=O)c1sc(NC(=O)CC2OC(=O)c3ccccc32)nc1C (centres undefined),-3
CCCc1nnn(S(=O)(=O)c2ccc([N+](=O)[O-])cc2)c1CCC,-1
S=c1[nH]nc(SCc2ccccc2)c2[nH]cnc12,14
Cc1ccccc1OCC(=O)N/N=C/c1ccc(N2CCOCC2)o1,0
CCOC(=O)c1c(CC(C)C)csc1NC(=O)COC(=O)c1ccc(O)cc1,-2
Cc1cc(C(=O)COC(=O)c2ccc(NC(=O)CC#N)cc2)c(C)n1C1CC1,-4

# Rewritten field by field: part of the list above.
> CCCc1nnn(S(=O)(=O)c2ccc([N+](=O)[O-])cc2)c1CCC
  PAFAH1B2 FP inh: -1
> CCOC(=O)c1c(CC(C)C)csc1NC(=O)COC(=O)c1ccc(O)cc1
  PAFAH1B2 FP inh: -2
> CCCCCCn1c(=O)[nH]c2nc3cc(N)c(C)cc3nc2c1=O
  PAFAH1B2 FP inh: 8

# Next compounds follow:
SMILES,PAFAH1B2 FP inh
CC(C)(C)OC(=O)N(CCc1ccccc1)Cc1ccccc1OCc1cccc(NC(=O)C2CCC2)c1,-3
CN(C)C(CNC(=O)c1cc(S(=O)(=O)N(C)c2ccc(F)cc2)ccc1Cl)c1cccs1 (centres undefined),0
COc1cc(OC)c(C(=O)OCC(=O)Nc2cccc(S(=O)(=O)NC3=NCCCCC3)c2)cc1OC,2
CCOC(=O)c1c(NC(=O)CN2C(=O)N(C)C3(CCCCC3)C2=O)sc(C(=O)N(C)C)c1C,-1
COc1cc(C=CC(=O)OCC=Cc2ccc3c(c2)OCO3)cc(OC)c1OC,5
O=S(=O)(c1ccccc1)N1CCNc2ccccc21,-3
CCN1CCC(O)(C(C(=O)OC)c2ccccc2)CC1 (centres undefined),5
CC1CCc2c(sc(NC(=O)CSc3nc(N)cc(=O)[nH]3)c2C(N)=O)C1 (centres undefined),1
CC(C)Cn1cnc2c(SCc3ccccc3)nc(N)nc21,4
Cc1cccc(NC(=O)CNC(=O)Cn2cc(C(F)(F)F)cc(Cl)c2=O)c1C,2
Cc1ccc(-c2nc(=S)c3c(n2Cc2ccco2)CCCC3)cc1,3
Cc1cc(C(=O)N/N=C2\CCCC(=O)C2)c(C)o1,1
O=C(Cc1cccc(NC(=O)C2CCCN(C(=O)C3CC3)C2)c1)Nc1ccc(C(=O)N2CCOCC2)cc1 (centres undefined),5
CCCCN1C[C@H](CO)Oc2cccc(F)c2S1(=O)=O,4
CN(CC(=O)Nc1cccc(F)c1)C(=O)CC1CCCC1,3
CC(=O)OC(=C(OC(C)=O)c1ccccc1)c1ccccc1,5
COc1ccc(S(=O)(=O)N2C[C@H]3CON(C)[C@H]3C[C@H]2c2cccc(Br)c2)cc1,2
CC(C)Cc1nnc(NC(=O)c2ccc(S(=O)(=O)N3CCCC3)cc2)s1,6
CSCCC(NC(=O)c1ccccc1Cl)C(=O)Nc1ccncc1 (centres undefined),1
O=C(COC(=O)COc1ccc(Cl)cc1)NC1CCCCCC1,14
Cc1ccc2c(c1)-c1cc(C)ccc1C2=O,4
CN(C)Cc1cc(C(C)(C)c2ccccc2)ccc1O,9
O=C(Cc1ccc(NC(=O)C2CCCN(C(=O)c3ccccc3)C2)cc1)Nc1ccc(C(=O)N2CCOCC2)cc1 (centres undefined),4
COc1ccccc1CC(=O)NN1C(=O)NC2(CCC(C)CC2)C1=O (centres undefined),5
c1coc(-c2nc3nc4ccccc4nc3n2-c2ccc3c(c2)OCCO3)c1,1
CC(C)CN(C(=O)COC(=O)/C=C/c1ccc(Cl)c(Cl)c1)c1c(N)n(Cc2ccccc2)c(=O)[nH]c1=O,-4
O=C(NN=Cc1ccc(O)cc1)C(=O)NN=Cc1ccc(O)cc1,4
O=C(Nc1ncccc1O)c1cccc(S(=O)(=O)N2CCN(c3ccc(F)cc3)CC2)c1,18
CCOC(=O)C1C(=O)NC(C(=O)OCC)(C(=O)OCC)C1C(C)CC (centres undefined),5
O=C(NN1CCCCCC1)c1ccccc1F,0
COc1ccccc1C(CNC(=O)CNC(=O)c1cccc(Cl)c1)N1CCCC1 (centres undefined),1
CC1(C)C(=O)C=CC(=O)C(C)(C)C(=O)C=CC(=O)C(C)(C)C2=CC=C(O2)C(C)(C)C(=O)C=CC1=O,6
CCC(=O)Nc1ccc(C(=O)COC(=O)c2sc(C)nc2C)cc1,1
CCOc1ccc2nc(NC(=O)Cn3c(C)csc3=O)sc2c1,-4
Cc1cc(C)cc(-c2nnc(SCC(=O)NCC3CCCO3)o2)c1 (centres undefined),-1
Cc1ccc(C)c(-c2cc(C(=O)NC3CC3)c3ccccc3n2)c1,4
COc1ccc(OC)c(NC(=S)N2CCCC2)c1,2
CN(C(=O)c1cccc(NC(=O)Cc2ccc(NC(=O)C3CCCN(C(=O)C4CCC4)C3)cc2)c1)C1CC1 (centres undefined),3
Cn1c(=O)c2[nH]c(SCc3cccnc3)nc2n(C)c1=S,1
CN(Cc1ccccc1)C(=O)c1ccc(NC(=O)Cc2ccc(NC(=O)C3CCCN(C(=O)c4ccccc4)C3)cc2)cc1 (centres undefined),3
Cc1cc(Cl)ccc1OCc1nnc(-c2ccccc2C)o1,3
Cc1ccc(NC(=O)C(C)OC(=O)C2CC3CCCC(C2)C3=O)cc1S(=O)(=O)N1CCOCC1 (centres undefined),2
COCc1nnc(NC(=O)C23CC4CC(CC(C4)C2)C3)s1,19
O=C(O)CC/C(=C/c1cccc(NC(=O)c2ccccc2Cl)c1)c1nc2ccccc2s1,-1
CCN1C[C@@H]2[C@@H]3C(=O)N(Cc4ccccc4)C(=O)[C@@H]3[C@](Cc3ccccc3)(C1=O)N2C(=O)c1ccccc1,6
Nn1c(Cc2ccccc2)nnc1Cc1ccccc1,2
CCN1CCN(c2ccc(S(=O)(=O)N3CCCCC3)cc2NC(=O)/C=C/c2ccc(Cl)cc2)CC1,-1
O=c1cc(-c2ccccc2)oc2ccc(Cl)cc12,1

# In the list so far, these have a COOH group:
SMILES,PAFAH1B2 FP inh
O=C(CN1C(=O)c2ccccc2C1=O)NC1(C(=O)O)CCCC1,4
O=C(O)CC/C(=C/c1cccc(NC(=O)c2ccccc2Cl)c1)c1nc2ccccc2s1,-1

# (more compounds)
SMILES,PAFAH1B2 FP inh
O=C(c1cc2nc(-c3ccccc3)cc(C(F)(F)F)n2n1)N1CCCC1,2
N#Cc1c2c(c(-c3ccccc3Cl)[nH]c1=S)CCCC2,0
CCCc1nc(SCC(=O)c2ccc3c(c2)NC(=O)CO3)[nH]c(=O)c1CC,2
CN1C[C@@H]2[C@@H]3C(=O)N(C)C(=O)[C@@H]3[C@](Cc3ccccc3)(C1=O)N2C(=O)c1ccc(F)cc1,2
COc1ccccc1C(O)(c1ccccc1)c1ccccc1OC,3
O=C(CSc1nc2[nH]c(=O)cc(O)c2s1)Nc1nncs1,4
CN1CCC(n2[nH]c(-c3ccccc3)c(Cc3ccccc3)c2=O)CC1,7
O=C(CCl)N(O)c1ccc(C=Cc2ccccc2)cc1,2
CCCCn1c(N)c(N(CC(C)C)C(=O)c2cc(-c3ccc(OC)cc3)nc3ccccc23)c(=O)[nH]c1=O,-2
N/C(=N\OC(=O)COc1ccc(Cl)cc1Br)c1ccncc1,1
CCN(C(=O)COC(=O)c1ccc2c(c1)OCO2)c1c(N)n(Cc2ccccc2)c(=O)[nH]c1=O,-1
CCOc1ccccc1-n1nnnc1SCC(=O)NC(=O)Cc1ccccc1,1

# Quoted at random: 2 compounds from above, in no set order.
SMILES,PAFAH1B2 FP inh
CCOc1ccccc1-n1nnnc1SCC(=O)NC(=O)Cc1ccccc1,1
O=C(NNC(=O)c1cccc2ccccc12)c1ccc(Cl)c(Cl)c1,-2

# Continuation.
SMILES,PAFAH1B2 FP inh
COC(=O)c1c[nH]c(=S)n1Cc1ccccc1,6
COc1ccc2nc(NN=C(C)c3ccccn3)cc(C)c2c1,2
Cn1c2c(c(=O)[nH]c1=O)C(c1cccc(O)c1)C1=C(N2)c2ccccc2C1=O (centres undefined),1
COC(=O)c1cc2c(n(Cc3ccccc3)c1=O)CCCC2=O,1
Cc1cccc2c(N)c3c(nc12)CCCC3 (tested in a mixture with another compound),2
CC(=O)OC1CCC2(C)C(CCC3C2CC(=NO)C2(C)C(C(C)OC(C)=O)CCC32)C1 (centres undefined),4
CCOc1cc(N2CCOCC2)c(OCC)cc1NC(=O)CN1C(=O)NC(CC)(c2ccc(F)cc2)C1=O (centres undefined),0
Cc1ccc(C(=O)NCC(=O)N2CCCN(S(=O)(=O)c3ccc(C)cc3)CC2)cc1,0
O=[N+]([O-])c1ccc(COc2ccccc2CN2CCCC2)cc1,2
O=C(/C=C/c1ccc(S(=O)(=O)N2CCOCC2)cc1)N1CCCCC1,4
COc1ccc(-c2cc(C(=O)N(C)CC(=O)Nc3ccccc3C(F)(F)F)c3ccccc3n2)cc1OC,0
COc1ccccc1NC(=O)N(O)C1(C#N)CCCCC1,1
CCCN1C/C(=C/c2cccc([N+](=O)[O-])c2)C(=O)/C(=C/c2cccc([N+](=O)[O-])c2)C1,4
Cc1ccc(S(=O)(=O)n2cc(CO)c3ccccc32)cc1,47*
CC1CCCCC1NC(=O)Cn1cnc2sccc2c1=O (centres undefined),-4
O=C(Nc1nccs1)[C@@H]1CCCN1S(=O)(=O)c1ccccc1F,3
COc1cccc(C2c3cc4c(cc3OC(N3CCOCC3)C2C)OCO4)c1O (centres undefined),0
O=C(Nc1c(Br)cc2c(c1Br)Cc1cc([N+](=O)[O-])ccc1-2)C(Cl)Cl,2
COc1cccc(CC(=O)Nc2ccc(N3CCOCC3)c(S(=O)(=O)Nc3ccccc3OC)c2)c1,-1
CC(C)(C)OC(=O)N1CCC(C(=O)Nc2ccc(C(=O)N3CCCC3)cc2)CC1,5
CC(C)(C)c1cc(C2COC(=O)COCCOCC(=O)OCCOCCO2)cc(C(C)(C)C)c1O (centres undefined),-3
Cc1nc(SCC(=O)NCC2COc3ccccc3O2)c2c(C)c(C)sc2n1 (centres undefined),1
CCC(=O)c1cccc(-c2ccccc2)c1CC,2
Nc1ccccc1C=C1Cc2ccccc2C1=O,1
CC(=O)c1ccc(OCC(=O)OCC(=O)N(CC(C)C)c2c(N)n(Cc3ccccc3)c(=O)[nH]c2=O)cc1,-2
Cc1c(C=NNc2ccccc2)[nH]c(=O)[nH]c1=O,3
CN(C)CCN1C(=O)CCC2(C)C1=CCC1C2CCC2(C)C1CCC2(C)O (centres undefined),3

# Five successive entries already listed:
SMILES,PAFAH1B2 FP inh
Cc1cccc2c(N)c3c(nc12)CCCC3 (tested in a mixture with another compound),2
CC(=O)OC1CCC2(C)C(CCC3C2CC(=NO)C2(C)C(C(C)OC(C)=O)CCC32)C1 (centres undefined),4
CCOc1cc(N2CCOCC2)c(OCC)cc1NC(=O)CN1C(=O)NC(CC)(c2ccc(F)cc2)C1=O (centres undefined),0
Cc1ccc(C(=O)NCC(=O)N2CCCN(S(=O)(=O)c3ccc(C)cc3)CC2)cc1,0
O=[N+]([O-])c1ccc(COc2ccccc2CN2CCCC2)cc1,2

# The list is partial; the hit share may differ from the screen's.
